RECQ1 inh: blocks DNA unwinding by human RECQ1 | P46063 | Potency, µM (top dose mostly 57.3 µM), for the others: at the highest dose activity, negative = inhibition, hits mostly inhibitors | AID 2549 | 240,000 compounds, 0.54% hits | RECQ1 DNA unwinding, red fluorescence kinetic read;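 further: plate controls were vehicle for no effect and no enzyme for full effect; nearly all actives have a fitted effect of over 30% in size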
Target sequence (P46063 whole entry, looked up): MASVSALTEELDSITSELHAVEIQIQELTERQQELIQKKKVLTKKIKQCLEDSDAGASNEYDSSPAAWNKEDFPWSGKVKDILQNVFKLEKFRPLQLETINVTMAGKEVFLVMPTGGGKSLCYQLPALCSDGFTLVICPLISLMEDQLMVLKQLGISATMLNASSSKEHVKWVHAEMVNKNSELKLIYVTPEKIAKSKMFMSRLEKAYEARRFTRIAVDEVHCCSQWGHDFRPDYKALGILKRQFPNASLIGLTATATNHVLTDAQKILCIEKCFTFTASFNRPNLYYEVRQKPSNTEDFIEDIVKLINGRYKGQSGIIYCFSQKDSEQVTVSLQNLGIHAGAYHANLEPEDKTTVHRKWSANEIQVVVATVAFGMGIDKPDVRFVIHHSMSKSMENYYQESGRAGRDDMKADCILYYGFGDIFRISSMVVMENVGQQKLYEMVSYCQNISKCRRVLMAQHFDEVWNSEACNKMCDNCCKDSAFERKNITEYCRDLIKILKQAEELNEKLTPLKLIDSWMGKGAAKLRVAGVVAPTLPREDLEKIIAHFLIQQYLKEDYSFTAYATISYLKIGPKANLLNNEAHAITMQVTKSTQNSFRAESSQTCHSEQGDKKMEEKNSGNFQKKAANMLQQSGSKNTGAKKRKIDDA
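RECQ1T1 50 nM; forked duplex (20 bp + 30-nt ss tails) 200 nM, ATP 2 mM final; pH 8.0, 2 mM MgCl2, 2.5 ug/ml poly(dI-dC); 15 min compound preincubation; discontinuous kinetic read over 2 h at RT.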
Tau fibril FP: tau fibrillization inhibition (FP). K18 P301L tau heparin fibrillization, Alexa594 FP, 6 h. Potency, µM (series often up to 57.7 µM), for inactives: top-dose activity, negative = inhibition, usual class: inhibitors. 280,000 compounds, 0.39% hits. AID 1468; further: nearly all actives have a fitted effect of over 55% in size
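Human tau K18 […] P301L fragment, 15 uM unlabeled plus 0.24 uM Alexa 594-labeled tau (final), with compound and 20 uM heparin in 100 mM sodium acetate pH 7; 6 hr at 37 C, then Alexa 594 FP read.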
TexasRed fluor: alters Texas Red total fluorescence, flagging assay interference; Potency, µM (highest dose often 106 µM), for the others: at the top dose fluorescence change, negative = quenching; TRb/SRC2 Texas Red total fluorescence interference; 280,000 compounds, 0.29% hits; active means well fitted curve in either direction with a large enough effect; inconclusive means small, poorly fitted or top-dose-only effect
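Flags fluorescent or light-absorbing compounds by total fluorescence, S + 2P, at 555 nm excitation and 632 nm emission. Mixture: 20 nM Texas Red SRC2 peptide, 0.6 uM human TRb LBD, 1 uM T3, 5% DMSO; compound exposure 5 h at ambient temperature.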
JMJD2E inh: inhibitors of human JMJD2E histone demethylase. B2RXH2. JMJD2E catalytic domain, FDH-coupled NADH fluorescence (FDH is formaldehyde dehydrogenase). Potency, µM (series often up to 57.1 µM), inactives show top-dose activity change, negative = inhibition, hits mostly inhibitors. 230,000 compounds, 1.6% hits; active means well fitted inhibition curve with a large enough effect, not every such curve was filed as active; inconclusive means small, poorly fitted or top-dose-only effect, or another doubt; inactive means no such curve, though single readings can be large or run the other way;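 further: 0% = wells with enzyme and -100% = buffer wells without enzyme; nearly all actives have a fitted effect of over 50% in size; many of its hits are not listed in these tables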
GoLoco inh red: RGS12 GoLoco-Gai1 interaction inhibition. 230,000 compounds, 0.44% hits. Potency, µM (highest dose often 61.6 µM), for inactives: top-dose activity, negative = inhibition, hits mostly inhibitors. P63096. Gai1:RGS12 GoLoco peptide FP, rhodamine, 10 min. AID 880; active means well fitted inhibition curve with a large enough effect, not every such curve was filed as active; inactive means no such curve, though single readings can be large or run the other way; further: nearly all actives have a fitted effect of over 30% in size; many of its hits are not listed in these tables
L3MBTL1 inh: L3MBTL1 (human) inhibition; Q9Y468; AlphaScreen L3MBTL1–H3K9me1 peptide binding; Potency, µM (doses to about 57.1 µM), inactives show at the top dose activity, negative = inhibition, usual class: inhibitors; 230,000 compounds, 0.66% hits; AID 485360; further: nearly all actives have a fitted effect of over 60% in size
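Displacement of a biotinylated histone H3(1-15) peptide monomethylated at Lys9 (75 nM) from L3MBTL1 (50 nM) was measured by AlphaScreen after a 30 min room-temperature compound incubation; cefsulodin titration served as intraplate control.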
TRb SRC2 PPI: TRbeta-SRC2 interaction inhibition; P10828; TRbeta-SRC2 peptide binding, fluorescence polarization; receptor liganded with 1 µM T3; Potency, µM (highest dose often 106 µM), inactives show at the highest dose activity change, negative = inhibition, usual class: inhibitors; 280,000 compounds, 0.065% hits;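 further: plate controls were bound peptide for no effect and peptide without receptor for full effect; nearly all actives have a fitted effect of over 50% in size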
Target sequence (P10828 whole entry, looked up): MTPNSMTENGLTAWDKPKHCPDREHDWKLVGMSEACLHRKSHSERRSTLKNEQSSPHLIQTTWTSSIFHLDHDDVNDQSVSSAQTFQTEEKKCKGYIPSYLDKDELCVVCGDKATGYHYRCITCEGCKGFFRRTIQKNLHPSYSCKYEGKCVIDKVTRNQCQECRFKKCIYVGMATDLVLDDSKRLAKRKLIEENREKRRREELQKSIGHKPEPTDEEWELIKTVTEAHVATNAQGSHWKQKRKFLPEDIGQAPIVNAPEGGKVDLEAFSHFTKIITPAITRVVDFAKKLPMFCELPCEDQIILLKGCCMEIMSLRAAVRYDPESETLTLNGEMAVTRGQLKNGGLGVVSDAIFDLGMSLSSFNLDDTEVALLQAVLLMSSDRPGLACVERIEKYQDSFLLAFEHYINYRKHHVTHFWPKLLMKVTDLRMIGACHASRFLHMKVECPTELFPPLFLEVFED
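Human TRb LBD (0.6 uM) plus Texas Red-labeled SRC2 peptide (20 nM), 1uM T3, 5% DMSO, 5 hr at ambient temperature. Decreased polarization (555/632 nm) flags inhibition; data normalized to free and bound peptide controls.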
Tau fibril ThT: blocks human tau fibril formation measured by thioflavin T. P10636. recombinant tau K18 P301L (four-repeat tau fragment), heparin-induced fibrillization, ThT fluorescence. Potency, µM (top dose mostly 57.4 µM), for the others: top-dose activity, negative = inhibition, actives largely listed as inhibitors. 270,000 compounds, 2.1% hits. AID 1460; further: nearly all actives have a fitted effect of over 55% in size
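Heparin-induced fibrillization of the P301L-mutant K18 repeat-domain fragment of human tau was followed by ThT binding in quantitative high-throughput format.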
An asterisk follows results filed as active; i = inactive; u = inconclusive; x = no result given; & = joins results of further samples; [ ] = another dose, or the depositor's remark. Unless noted, the call rests on the fitted dose curve; in most records, active means well fitted curve in the direction sought with a large enough effect; inconclusive means small, poorly fitted or top-dose-only effect, or another doubt; inactive means no such curve, though single readings can be large; an effect the other way counts as inactive or inconclusive. Unless noted, on the % scale 0 is the no-effect control and ±100 the full control effect; potency means the concentration at half of the fitted maximal effect.

Start of the data: the first 2 compounds, to show the layout:
SMILES	RECQ1 inh	Tau fibril FP	TexasRed fluor	JMJD2E inh	GoLoco inh red	L3MBTL1 inh	TRb SRC2 PPI	Tau fibril ThT
O=C(Nc1nc2ccccc2[nH]1)c1ccc(Cl)c([N+](=O)[O-])c1	-9.5%	-5.7%	-2.1%	1.8%	8.2%	-7.2%	-4.1%	u
COc1ccccc1N1CCN(C(=O)C2CCC(Cn3c(=S)[nH]c4ccccc4c3=O)CC2)CC1 (centres undefined)	-14.6%	11.9%	-0.8%	-5.3%	-0.2%	3.2%	2.1%	-6.8%

The whole of this part, from the start:
SMILES	RECQ1 inh	Tau fibril FP	TexasRed fluor	JMJD2E inh	GoLoco inh red	L3MBTL1 inh	TRb SRC2 PPI	Tau fibril ThT
O=C(Nc1nc2ccccc2[nH]1)c1ccc(Cl)c([N+](=O)[O-])c1	-9.5%	-5.7%	-2.1%	1.8%	8.2%	-7.2%	-4.1%	u
COc1ccccc1N1CCN(C(=O)C2CCC(Cn3c(=S)[nH]c4ccccc4c3=O)CC2)CC1 (centres undefined)	-14.6%	11.9%	-0.8%	-5.3%	-0.2%	3.2%	2.1%	-6.8%
CC(C)NC(=S)N/N=C/c1cccs1	i	5.2%	0.4%	2.9%	3.0%	x	-2.0%	-15.6%
COC(=O)c1ccc(CSc2nc3c(c(=O)n2-c2ccc(C)cc2)SCC3)o1	-9.7%	11.4%	-1.7%	-8.2%	-0.7%	-1.4%	-13.9%	-14.3%
O=C(NCCc1c[nH]c2ccccc12)/C(=C\c1cccnc1)NC(=O)c1ccccc1Br	-10.5%	5.7%	-2.3%	2.7%	6.4%	x	9.4%	x
Cn1c(-c2ccccn2)[n+](C)c2ccccc21	-7.7%	3.5%	2.2%[53 µM]	2.5%	6.2%	-5.3%	-6.0%[53 µM]	-6.8%
COc1ccc(C(=O)Nc2nc3c(s2)Cc2cc(OC)ccc2-3)cc1	16.8%	-7.5%&15.6%	1.5%&0.7%	-6.5%	12.0%	-23.6%	3.5%&1.7%	2µM*
Cn1nnnc1SCc1c(F)cccc1F	-9.2%	1.6%	-2.7%	15.2%	7.7%	x	-3.5%	-9.0%
COc1cc(Cl)c(C)cc1NC(=O)c1cc(S(=O)(=O)N(C)C)ccc1N1CCCC1	-3.6%	-0.6%	0.4%	-2.9%	7.4%	-13.9%	-1.5%	-17.4%
CCOc1ccccc1CNC(=O)c1ccc2c(c1)N(CC)CCS2	x	19.4%	-1.6%	x	x	-5.7%	-10.4%	-12.5%
Cc1cc(C)cc(OCC(=O)N/N=C/c2ccncc2)c1	-10.7%	0.3%	8.0%	13.6%	11.5%	1.5%	1.6%	3.5%
O=C(Nc1ccccc1)c1sccc1Oc1ccc([N+](=O)[O-])cc1F	-20.9%	6.3%	-2.6%	0.1%	1.5%	u	0.5%	-11.4%
Cc1cccn2c(=O)c(C=O)c(N3CCCCCC3)nc12	-2.5%	-12.5%	0.4%	2.2%	9.4%	x	12.3%	u
CC1CN(Cc2cn(C)nc2-c2ccc(Oc3ccccc3)cc2)CCN1C (centres undefined)	6.2%	11.5%	-3.2%	5.1%	10.0%	-25.5%	-11.6%	4.8%
CC(C)OCCCN1C=C2C(=O)C(C)(OC(=O)C3CCCC3)C(=O)C=C2C=C1c1ccsc1 (centres undefined)	14.0%[11.5 µM]	u	-1.4%[11.2 µM]	u	-0.7%[14.2 µM]	x	-0.5%[11.2 µM]	u
CC[C@H](C)[C@H](NC(=O)[C@H](CCCN=C(N)N)NC(=O)[C@H](CCCN=C(N)N)NC(=O)[C@H](CC(C)C)NC(=O)[C@H](Cc1ccccc1)NC(=O)CNC(=O)CN)C(=O)N[C@@H](CCCN=C(N)N)C(=O)N1CCC[C@H]1C(=O)N[C@@H](CCCCN)C(=O)N[C@@H](CC(C)C)C(=O)N[C@@H](CCCCN)C(=O)O	26.6%	-2.3%	-0.1%	x	11.3%	x	7.2%	5.8%
Cn1c(N)cc(-c2ccc(F)cc2)c(C#N)c1=O	i	-8.9%	-1.4%	-8.2%	4.0%	-24.1%	0.9%	4.7%
CCCCN(C)CCCNC(=O)Cn1nc(CC)n2c(cc3sc(C)cc32)c1=O	x	-7.2%	5.0%	x	x	x	2.1%	-2.6%
CN(C)c1ccc(N=C/C=C2\N(C)c3ccccc3C2(C)C)cc1	9.1%	-7.1%	4.0%	u	92.2%[activator]	u	-2.6%	5.01µM*
OCC1(CCOc2ccccc2)CCN(Cc2ccc3c(c2)OCCO3)CC1	1.9%	-1.7%	-0.9%	-3.0%	2.7%	-11.2%	6.9%	-14.3%
COc1ccc(C(=O)CNC2=NCCC2)cc1	i	3.1%	-2.2%	8.3%	9.1%	x	-1.0%	-7.0%
CCOC(=O)C1C(=O)C=C(N2CCOCC2)CC1c1cccc(OC)c1 (centres undefined)	-11.3%	-4.7%	-5.7%	1.0%	x	11.2%	-4.1%	-2.3%
Cc1cccc(N2C(S)=C(C#N)C(=O)NC2c2ccco2)c1 (centres undefined)	12.0%	-9.5%	-0.4%	u	18.2%	11.3%	-2.7%	-4.4%
COC(=O)[C@@]1(Cc2ccc(F)cc2)[C@H]2c3cc(C(=O)N4CCCC4)n(CCc4c[nH]c5ccc(OC)cc45)c3C[C@H]2CN1C(=O)c1ccccc1	-7.1%&-2.8%	0.1%&4.0%	-1.3%&-3.5%	u	35.3%&17.8%[activator]	-6.0%	-2.2%&-2.5%	u
Fc1cccc(Cl)c1Cn1nnc2c(NCc3ccccn3)ncnc21	-0.1%	1.5%	-7.3%	1.3%	3.8%	-6.4%	-3.1%	0.6%
Cc1ccccc1-c1nnc(CN2CCN(c3cccc(C)c3C)CC2)o1	x	3.0%	-1.8%	x	x	x	3.6%	u
CC(C)c1nnc(N2C(=O)C(O)=C(C(=O)c3cccs3)C2c2ccccc2)s1 (centres undefined)	i	0.7%	-2.6%	u	-32.6%	2.4%[11.4 µM]	3.7%	-2.2%
CC1CCC(N(CCCN)Cc2ccco2)CC1C (centres undefined)	3.6%	3.8%	0.0%	-12.0%	13.1%	15.9%	0.7%	3.4%
C(=C\c1ccccc1)/CSc1nnc(-c2cnccn2)n1Cc1ccco1	u	-0.1%	1.5%	-5.2%	7.5%	-8.0%	-15.4%	-12.0%
CCCC(=O)Nc1sc(C(=O)OC)c(C)c1C(N)=O	15.8%	-17.5%	-2.8%	-8.6%	x	-2.1%	-0.3%	20.2%
CC1(C)CC2(C)OC(=N)C1(C#N)C2(C#N)C#N (centres undefined)	-2.3%	u	-4.8%	-1.1%	0.7%	0.0%	2.9%	u
Cc1nc(SCC(=O)NCc2ccco2)nc(C)c1C	-4.8%	-14.4%	-5.3%	3.7%	-10.0%	-3.7%	-2.3%	u
COC(=O)COc1ccc(S(=O)(=O)NCc2ccncc2)cc1	-3.3%	-3.4%	-8.6%	5.8%	-21.7%	-13.6%[11.4 µM]	-6.2%	2.4%
Cc1ccc(NC(=O)COc2ccc(-c3nn(C)c(=O)c4ccccc34)cc2)cc1	x	-1.3%	-13.6%	x	x	x	4.1%	-14.8%
COc1ccc(C(=O)Cn2c(N3CCOCC3)nc3c2c(=O)n(C)c(=O)n3C)cc1	i	-6.2%	-6.2%	4.2%	2.6%	1.2%	0.1%	-9.4%
Fc1ccc(-c2nnc(CSc3nnc4ccccn34)o2)cc1	6.3%	-4.3%	0.2%	-10.1%	0.0%	5.0%	-7.0%	-3.7%
CC(C)n1cc(NC(=O)C2CC(c3cccc(Br)c3)=NO2)cn1 (centres undefined)	-9.4%	-1.9%	-4.0%	-0.9%	3.6%	x	-1.2%	-4.6%
CNC(=O)CSc1cn(CC(=O)N(C(C)C)C(C)C)c2ccccc12	-3.4%	-13.8%	-3.1%	1.5%	-13.8%	x	-6.5%	-10.1%
COc1ccc(-n2nc(C(=O)O)c3ccccc3c2=O)c(OC)c1	0.3%	4.6%	-2.2%	-4.4%	4.2%	x	-7.6%	0.2%
O=C(CCCSc1nc2ccccc2[nH]1)Nc1ccccc1	4.4%	u	-0.8%	0.6%	26.2%	-15.8%	-5.6%	3.6%
Cc1ccc(C(=O)OCC(=O)NCc2ccco2)cc1	i	-0.5%	0.0%	5.1%	8.3%	x	-21.3%	u
c1ccc(-c2nn3c(-c4ccccc4)nnc3s2)cc1	8.4%	-14.3%	-1.9%	9.5%	-14.3%	10.2%	-5.8%	-9.0%
CC(C)c1ccc(SCc2noc(C(=O)NCC3CCCO3)c2C(=O)O)cc1 (centres undefined)	-2.5%	-5.5%	1.5%[53 µM]	2.9%	-14.3%	42.5%[activator]	-22.5%[53 µM]	6.8%
CN(C)/C=C(/C(=O)c1ccccc1Cl)S(C)(=O)=O	i	-10.9%	-1.5%	-4.9%	7.9%	2.1%	-1.4%	-1.4%
COc1ccc(C2CC(C)(c3ccc(OC)cc3)Nc3ccccc3N2)cc1 (centres undefined)	-17.2%	12.9%	-2.4%	u	-0.8%	-15.7%	3.0%	-14.4%
O=C(CCC1CCCN(C(=O)c2ccoc2)C1)NCc1ccccc1F (centres undefined)	-3.4%	-6.2%	0.9%	12.0%	15.7%	-1.0%	-10.5%	-8.2%
Cn1c(SC2CCCCC2=O)nnc1-c1ccccc1F (centres undefined)	-1.5%	-12.3%	0.3%	-16.2%	-13.9%	x	4.9%	-5.5%
Cc1cnn(C(=O)c2oc3ccccc3c2C)c1	-4.1%	1.1%	-4.1%	2.4%	-9.6%	6.3%	-5.2%	3.6%
COc1ccc(NC(=O)c2sc3nc(Cc4ccccc4)cc(C(F)(F)F)c3c2N)cc1OC	-5.6%	2.6%	-5.8%	4.9%	-3.0%	-13.7%	-0.3%	u
O=C(Nc1cccc(Cl)c1)N(Cc1nc2ccccc2c(=O)[nH]1)Cc1cccs1	0.4%	-2.4%	5.8%	11.3%	5.2%	0.3%	4.5%	10.2%
COCCN1C(=O)N[C@@H](c2cccs2)C(C(C)=O)=C1C	i[11.5 µM]	1.2%[11.6 µM]	-0.1%[11.2 µM]	0.5%[11.4 µM]	3.8%[14.2 µM]	x	-0.1%[11.2 µM]	-15.7%[11.5 µM]
Cc1cc(Nc2ccc(O)cc2)n2c(nc3ccccc32)c1C#N	i	4.6%	0.8%	-9.8%	13.2%	19.2%	-0.6%	u

Screens (PubChem)

Some of the compounds tested (hit frequency here may not be typical).
